# Source: PubChem BioAssay
# Hck Nef HTS = human Hck-Nef kinase inhibition; Recombinant Hck-YEEI plus Nef, Z-Lyte FRET kinase assay; P08631; inhibition, % at 20 µM; hit rate 0.68% among 220,000;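 active = Hck-Nef kinase inhibition above about 50%, limit read from the data; inactive = inhibition below that limit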;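 note: 0% = DMSO with Hck plus Nef and 100% = Hck alone without Nef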
# NPY-Y1 antag = blocks the human neuropeptide Y Y1 receptor; hit rate 1% among 200,000; P25929; HEK293-CNG Y1 cells, membrane potential fluorescence; NPY at EC95, then isoproterenol; inhibition, % at 3.6 µM;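 active = inhibition above the campaign mean inhibition of all tested compounds plus 3 SD, cut at about 20% in these data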;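 note: 0% = DMSO wells given NPY plus isoproterenol and 100% = isoproterenol alone without NPY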
#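 Material: HEK293 cells with Y1 receptor plus CNG channel; times: compound incubation 1 h at room temperature, readout 45 min post-stimulation; signal: fluorescence, membrane potential probe; read-out basis: fluorescence ratio normalized to % inhibition between controls; benchmarks: full-block control isoproterenol-only wells, zero-block control NPY plus isoproterenol wells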
# RBBP9 inh = blocks human serine hydrolase RBBP9; O75884; hit rate 0.2% among 220,000; inhibition, % at 7.94 µM; recombinant RBBP9, FP-Rh probe fluorescence polarization; AID 1515;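 active = inhibition above the campaign mean of all tested compounds plus 3 SD, cut at about 14% in these data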;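 note: plate controls were DMSO wells with RBBP9 for no effect and wells lacking RBBP9 protein for full effect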
# Target sequence (O75884 whole entry, looked up): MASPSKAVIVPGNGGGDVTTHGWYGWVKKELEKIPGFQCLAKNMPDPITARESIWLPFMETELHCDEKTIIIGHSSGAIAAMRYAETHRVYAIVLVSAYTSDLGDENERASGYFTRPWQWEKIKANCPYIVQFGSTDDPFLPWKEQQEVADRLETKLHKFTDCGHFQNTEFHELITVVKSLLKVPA
#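 Measured by – fluorescence polarization · Test system – RBBP9 protein · Input – 2.5 µM RBBP9 dispensing solution, before mixing · Measure – percent inhibition from mP, scaled between DMSO and no-protein wells · Benchmarks – DMSO-treated enzyme wells and wells lacking RBBP9 · Times – preincubation 30 min plus labeling 45 min at 25 °C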
# Runt-SMMHC FRET = blocks binding of human RUNX1 Runt domain to CBFb-SMMHC; Cerulean-Runt/Venus-CBFb-SMMHC FRET ratio 530/480, 1 h; inhibition, % at 20 µM; hit rate 0.74% among 220,000;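 active = mean inhibition across duplicate retests at 20 µM reaching about 50%, limit read from the data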;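 note: 0% = DMSO wells and 100% = wells with excess untagged CBFb-SMMHC; inhibitors lower the FRET ratio by blocking Runt binding to CBFb-SMMHC; some results filed as inactive read as strong as hits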
# Runt-CBFb FRET = blocks binding of human RUNX1 Runt domain to CBFb; hit rate 0.46% among 220,000; Q01196+Q13951; inhibition, % at 20 µM; AID 1496; Cerulean-Runt/Venus-CBFb FRET ratio 530/480, 1 h;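 active = inhibition over about 50% at 20 µM in the single-dose screen, limit read from the data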;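 note: 0% = DMSO wells and 100% = excess unlabeled CBFb competitor control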
#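 System: Cerulean-labeled Runt domain protein | Quantity: 100 nM of each labeled protein | Schedule: 1 h compound exposure, room temperature | Detection: Fluorescence energy transfer, 422 nm excitation, 530/480 nm emission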
# NPY2 pot ag = potentiators or agonists of human neuropeptide Y receptor Y2 | cells expressing NPY-Y2, potentiator/agonist read-out | AID 1359 | P49146 | activation, % at 3.6 µM | hit rate 0.45% among 220,000; in the data active = activation above about 27%;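 note: cells stimulated with NPY near EC25 plus isoproterenol at EC100; 0% = vehicle plus submaximal agonist and 100% = vehicle plus saturating agonist; some results beyond the cut were filed as inactive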
# Target sequence (P49146 whole entry, looked up): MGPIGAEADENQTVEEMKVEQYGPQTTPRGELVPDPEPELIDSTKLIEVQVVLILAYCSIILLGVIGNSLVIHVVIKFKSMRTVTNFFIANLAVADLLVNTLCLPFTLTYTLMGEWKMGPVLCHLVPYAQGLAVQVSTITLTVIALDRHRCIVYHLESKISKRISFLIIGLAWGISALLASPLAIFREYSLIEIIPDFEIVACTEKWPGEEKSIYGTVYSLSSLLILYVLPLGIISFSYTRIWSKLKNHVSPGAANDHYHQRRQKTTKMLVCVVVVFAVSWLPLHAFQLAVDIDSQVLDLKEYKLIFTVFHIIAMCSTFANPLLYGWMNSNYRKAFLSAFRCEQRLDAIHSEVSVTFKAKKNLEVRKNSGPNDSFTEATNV
# NPY-Y1 PAM-ag = potentiators or agonists of human neuropeptide Y receptor Y1. activation, % at 3.6 µM. NPY-Y1 expressing cells, potentiator/agonist activation. hit rate 0.37% among 220,000. AID 1304; in the data active = activation above about 33%, passing the limit was not always enough;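 note: cells stimulated with NPY at EC10 then isoproterenol at EC100; 0% = low agonist plus stimulus and 100% = saturating agonist plus stimulus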
# Mdm2 ligase inh = inhibitors of human Mdm2 E3 ubiquitin ligase; Q00987; hit rate 0.11% among 210,000; signal enhancement, % at 5 µM; AID 1230; cell-based MDM2 ubiquitination luciferase reporter, 2 h; 0 = plate control, 100 = twice control, blank-subtracted;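 active = signal enhancement of 30% or more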;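 note: luminescence tracks abundance of the self-degrading MDM2-luciferase fusion protein; higher signal means inhibition of MDM2 E3 ligase activity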
#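 Material: Stable MDM2–luciferase fusion reporter cells | Amount: 2000 cells seeded into each well | Dosing: One concentration, 5 µM, with 0.2% DMSO | Incubation: 4 h cell settling then 2 h compound exposure, 37 °C | Measured by: Luciferase luminescence | Read-out basis: % enhancement relative to plate controls after blank subtraction | Benchmarks: Control and blank well means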
# p97 inhibitor = blocks human p97 ATPase activity; P55072; recombinant p97 ATPase, Kinase-Glo ATP luminescence, 3 h; inhibition, % at 8 µM; hit rate 0.42% among 220,000; AID 1481; in the data active = inhibition above about 15%;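 note: 0% = DMSO vehicle and 100% = wells lacking enzyme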
# * marks the source's active call; other numbers are inactive results; nt = no result given. Hits appear at their usual frequency (roughly 3.5% active in at least one column).
SMILES,Hck Nef HTS,NPY-Y1 antag,RBBP9 inh,Runt-SMMHC FRET,Runt-CBFb FRET,NPY2 pot ag,NPY-Y1 PAM-ag,Mdm2 ligase inh,p97 inhibitor
CCOC(=O)NN1C(=O)c2ccccc2NC1c1ccc(OC)c(OC)c1 (centres undefined),5,1,-7,4,nt,-5,13,-5,0
CC(C)NC(=O)C1CCN(C2CCN(C(=O)/C=C/c3cccs3)CC2)CC1,23,nt,-9,3,0,-1,5,-4,3
COc1ccc(CCNC(=O)NC2CCCCC2)cc1,0,3,-9,4,1,-7,-12,4,2
COc1ccc(C(C)(C)C)cc1NC(=O)CNc1cccc2ccccc12,-1,3,-10,0,1,7,4,-11,1
Cc1cc([N+](=O)[O-])nn1CC(=O)N1CCOCC1,14,-4,-5,3,0,-6,1,2,3
Cc1cccc(Nc2nnc(-c3ccc(N4CCOCC4)c([N+](=O)[O-])c3)c3ccccc23)c1,0,4,-12,-5,-3,1,-1,-12,0
CCOc1ccc(S(=O)(=O)NN)cc1,6,6,1,-3,-2,-15,-9,-13,-4
COc1cccc(C2(O)CCN(C(=O)Cc3cccnc3)CC2)c1,1,3,-7,2,0,3,6,-2,4
S=c1[nH]c2ncccc2o1,-1,7,-7,1,3,13,2,2,1
CCOC(=O)c1sc(NC(=O)C2CCC2)cc1C,17,2,-10,2,2,-3,12,2,8
N/C(=N\OC(=O)c1ccc(Cl)cc1)c1ccccn1,1,8,-14,3,-1,5,2,-91,-34
CCOC(=O)CSc1nc(-c2ccccn2)ncc1OC,16,1,-8,0,2,-9,5,-2,13
CC(=O)Nc1ccc(N2C(=O)CSC2c2ccccc2[N+](=O)[O-])cc1 (centres undefined),6,2,3,0,1,7,13,-6,6
Cc1ccc(Nc2nc(-c3ccc(C)cc3)c(CC(=O)O)s2)cc1,8,2,-10,10,15,5,-3,1,-2
CCOc1ccc(C(=O)Nc2ccc(NC(=O)c3ccco3)c(Cl)c2)cc1Br,4,5,0,-8,-5,14,-1,-4,0
C#CCn1c(=NC(=O)c2cc(-c3cccs3)nc3ccccc23)sc2cc(S(N)(=O)=O)ccc21,8,0,-3,-41,-59,6,8,-10,2
CC(=O)c1cc(-c2ccccc2)n(CC(=O)Nc2cccc(C)c2C)c1C,26,14,4,1,-3,6,-1,-14,3
CCCCNC(=O)c1nnn(-c2ccccc2)c1N,11,7,-4,0,-3,7,-5,-7,2
CC1CN(C(=O)c2cn3ccccc3n2)CC(C)O1 (centres undefined),-1,1,-1,1,-2,-2,21,-12,5
CN(C)CCOc1nc(-c2ccccc2)nc2c1oc1ccccc12,1,-1,6,-8,-2,69*,59*,13,2
CCNC(=S)NCc1ccc2c(c1)OCO2,1,3,-8,6,0,8,-9,-10,7
O=C1CN(C(=O)COC(=O)C23CC4CC(CC(O)(C4)C2)C3)c2ccccc2N1,0,0,-11,1,-1,3,12,-6,-3
O=C(N/N=C/C=C/c1ccc2c(c1)OCO2)C(O)c1ccccc1 (centres undefined),12,nt,-4,2,6,7,2,nt,-5
CC1(C)C(=O)C2(CCCCC2)C(=O)OC1c1cccn1-c1ccc([N+](=O)[O-])cc1 (centres undefined),2,1,3,2,2,6,-8,-3,5
O=C(NC(=S)Nc1ccc(N2CCCCC2)cc1)c1cccs1,0,-1,-5,9,8,6,25,-7,-3
Oc1[nH]c2ccccc2c1N=Nc1ccccc1,25,nt,-6,-32,-12,5,4,nt,3
CCN(CC)CCNc1cc(C)nc2c1C(=O)C(=O)C=C2N1CCCCC1,26,3,-4,nt,nt,6,10,1,-1
O=C(NCCN1CCN(c2ccccc2)CC1)C1CCN(S(=O)(=O)c2cccc3nsnc23)CC1,-3,-6,-7,1,nt,-5,-11,-20,-3
CCOC(=O)N/N=C/c1ccccc1F,2,6,0,-4,-3,-12,-13,6,0
CSc1cccc(NC(C)=O)c1,-1,-6,-8,-3,-2,-7,6,-7,2
COc1ccc(CC(=O)N/N=C(/C)c2ccco2)cc1,16,8,-10,-3,-1,-5,22,5,7
CCCOC(=O)c1ccc(NC(=O)C(=O)NCCN(CC)CC)cc1,19,1,-2,-4,2,-17,0,-1,2
CC(NC(=O)C(C)(C)C)C(c1cccs1)N1CCN(Cc2ccccc2)CC1 (centres undefined),26,nt,-1,0,0,-4,-15,-1,1
CC(=O)Nc1ccccc1OC(C)C(=O)N1CCC(C)CC1 (centres undefined),33,5,-6,0,0,-8,1,-10,6
COc1ccc(/C=C(\CC(=O)O)c2nc3ccccc3o2)cc1,21,9,-9,-7,-2,-21,-21,-26,6
Cc1ccc(CCN2CC(C(=O)N3CCN(c4ccc(F)cc4)CC3)CC2=O)cc1 (centres undefined),1,6,-2,-2,-5,-2,-7,-1,-1
Cc1ccc(C(=O)NCC(=O)OCC(=O)c2ccc(C)c([N+](=O)[O-])c2)cc1,5,2,-13,-1,-3,7,-12,0,2
CC(C)(C)C(=O)COC(=O)c1cc(-c2cccnc2)nc2ccccc12,23,3,8,-4,-5,-11,-11,-20,0
COC(=O)N/N=C(\C)c1ccc2ccccc2c1OC(F)F,2,0,-4,-6,-1,3,3,3,2
CC(=O)Nc1cccc(OC(=O)COc2ccc(Br)cc2)c1,9,6,-2,-2,-4,0,-7,-8,3
Cc1ccc(NC(=O)c2cc(Cl)nc3ccccc23)cc1,0,31*,-3,-1,-4,-62,-66,-15,3
COc1ccccc1N1CCN(c2ncc(C(=O)N3CCN(c4cccc(Cl)c4)CC3)c3ccccc23)CC1,-3,4,-12,-2,-10,1,6,-1,4
COc1ccc(S(=O)(=O)N2CCN(CCO)CC2)cc1-c1nnc2c3ccccc3c(C)nn12,-3,0,-4,0,1,-2,-3,-1,6
Cn1c(=O)c2c([nH]c(=O)n2C)n(C)c1=O,6,7,-6,-19,-1,-10,-3,-16,-3
Cc1ccc2sc3ccc(NC(=O)c4ccccc4Cl)cc3c(=O)c2c1,8,2,-4,101*,35,-31,-33,-4,-2
CC(=O)Nc1c(C)cc(S(C)(=O)=O)cc1C,2,-1,-5,-2,-2,2,-21,1,1
CCCC(CCC(=O)Nc1ccn(-c2ccccc2)n1)C(=O)O (centres undefined),14,nt,-2,1,0,-14,-21,-9,-1
Cc1ccc(O)c(NC(=S)NC(=O)COc2ccc(Br)cc2)c1,-27,9,-14,0,2,-37,-47,-26,-6
Cc1cccc(N(C(=O)c2sc(C)nc2C)C(C(=O)NCc2ccco2)c2ccccc2)c1 (centres undefined),-2,6,-13,3,-4,-1,8,4,-7
CC(=O)Nc1nc2ccc(-c3nc4ccccc4o3)cc2s1,1,-15,-16,-3,-1,37*,46*,-25,-4
CCC(=O)n1nc(NCc2ccc(OC)c(OC)c2)nc1NCc1ccc(OC)c(OC)c1,-1,0,-2,-3,-4,-7,-8,-6,-6
Cc1nc2oc(C(=O)c3ccccc3)c(N)c2c2c1COC(C)(C)C2,2,2,-4,16,4,-2,7,5,8
Cc1ccc2nc(Nc3ccc4[nH]c(=O)[nH]c4c3)c(-n3nc(C)cc3C)nc2c1,2,4,5,-15,-12,12,-17,-3,6
CCOC(=O)C(C)Oc1cccc2c(=O)n(CC(=O)N3CCc4ccccc43)ccc12 (centres undefined),0,-2,-8,0,-1,-2,-6,-3,-2
Cc1ccn(C(CC(=O)c2ccc(Br)cc2)C(=O)O)n1 (centres undefined),-2,-1,-12,21,38,-2,-22,-7,-4
NCCN1CCN(CCN)CC1,0,0,2,-3,3,-22,2,-17,-5
